Source: PubChem BioAssay (Sanford-Burnham Center for Chemical Genomics)
EphA4 KYL inhibition – inhibitors of EphA4 binding to KYL peptide, primary screen, biochemical, colorimetric, mouse EphA4 (AID 689) | EphA4-AP binding to KYL peptide, pNPP A405; higher % means a stronger effect | inhibition, % at 10 µM; hits with a dose series show IC50 in µM | hit rate 0.1% among 62,000; in the data active means a potency from the dose series; inactive means the rest, 99 in 100 with inhibition below about 22%
Starred values were filed as active, the others as inactive; & = joins results of further samples. The list is partial, so the mix of outcomes need not match the whole.

SMILES | EphA4 KYL inhibition
O=C(COc1ccc(Cl)cc1)N1CCN(c2cccc(C(F)(F)F)c2)CC1 | 1%
COc1ccc(OC)c(NC(=S)NC(NC(=O)Cc2cccc3ccccc23)C(Cl)(Cl)Cl)c1 (stereo unspecified) | -6%
CN(C)CCCNCCCNC(=O)c1ccccn1 | -3%
Cc1ccc(N/C=C/C(=O)c2ccc(C)cc2)cc1 | 2%
CS(=O)(=O)N(CC(=O)Nc1c(F)cccc1F)c1cccc([N+](=O)[O-])c1 | -5%
COc1ccc(-n2c(=O)c3ccccc3n(CC(=O)NC3CCCC3)c2=O)c(OC)c1 | 4%
O=C(CCCCCn1c(=O)[nH]c2ccccc2c1=O)NCCCN1CCN(c2ccccc2F)CC1 | 10%
CCOc1ccc(N2C(=O)c3cccnc3C2Nc2ccc(OC)cc2)cc1 (stereo unspecified) | -8%
O=C(CSc1nnc(-c2ccccn2)n1Cc1ccco1)c1ccc(-c2ccccc2)cc1 | -18%
O=C(NCc1ccco1)c1cc(S(=O)(=O)N2CCOCC2)ccc1Cl | 9%
COc1ccc(/C=C2/SC(=Nc3ccc(F)cc3)NC2=O)c(OC)c1 | -3%
C=CCSc1nc2sc(-c3ccccc3)cc2c(=O)n1N | -5%
Cc1cc(C)cc(N(C(=O)c2ccccn2)C(C(=O)NC2CCCCC2)c2cccs2)c1 (stereo unspecified) | -3%
COC(=O)[C@@H](NC(=O)NC(C)CCc1ccccc1)C(C)C (stereo partly specified) | 1%
COc1cccc(C(=O)NC2CC3CCCC(C2)N3CC(=O)Nc2ccccc2)c1 (stereo unspecified) | -18%
O=C(CSc1nnc2ccccn12)NCc1cccs1 | 5%
O=C(CN1C2=NCCN2c2ccccc21)c1ccc2c(c1)OCO2 | 5%
CCc1cccc(NC(=O)CN2C(=O)NC3(CCCCCCC3)C2=O)c1 | -10%
COc1c(Cl)cc(C(=O)Nc2ccc(I)cc2Cl)cc1Cl | -7%
Cc1ccc(S(N)(=O)=O)cc1NC(=O)/C=C/c1cccs1 | 2%
CCN1CCN(CCCNC(=O)c2csc3c2CCCCC3)CC1 | -12%
CCn1c(=O)cc(SCC(=O)Nc2cc(OC)c(OC)c(OC)c2)c2ccccc21 | -13%
CC1=C(C#N)C(NC(=O)C2CCCCC2)(C(F)(F)F)C(=O)N1 (stereo unspecified) | -20%
COc1cc(CNCc2cccs2)ccc1OCC(N)=O | -18%
CCOC(=O)c1sc(NN=C(C#N)C#N)c(C(=O)OCC)c1C | -4%
COc1ccc(NC(=O)CN(c2cccc([N+](=O)[O-])c2)S(=O)(=O)c2ccccc2)cc1 | 13%
Cc1ccccc1CNc1nc(N)n(-c2ccccc2)n1 | -2%
COc1ccc(OC)c(N(CC(=O)Nc2ccc(Br)cc2)S(C)(=O)=O)c1 | 0%
O=C(/C=C/c1ccc(Cl)cc1Cl)n1cccn1 | 3%
CCCN(CCC)CCNC(=O)CS(=O)Cc1nc(-c2ccc(C)cc2)oc1C (stereo unspecified) | -6%

4 compounds drawn at random from those above, as already listed:
SMILES | EphA4 KYL inhibition
O=C(CSc1nnc2ccccn12)NCc1cccs1 | 5%
CS(=O)(=O)N(CC(=O)Nc1c(F)cccc1F)c1cccc([N+](=O)[O-])c1 | -5%
CCn1c(=O)cc(SCC(=O)Nc2cc(OC)c(OC)c(OC)c2)c2ccccc21 | -13%
COc1cccc(C(=O)NC2CC3CCCC(C2)N3CC(=O)Nc2ccccc2)c1 (stereo unspecified) | -18%

(cont.)
SMILES | EphA4 KYL inhibition
O=C1C=C(Nc2ccc(Cl)cc2)CN1 | -2%
CC(C)c1ccc(C(=O)N(c2ccccn2)C(C)c2ccco2)cc1 (stereo unspecified) | -7%
C/C(=N\N=C1\NC(=O)CC(C(=O)O)S1)c1cccs1 (stereo unspecified) | 4%
CC(=O)Nc1ccc(Oc2ncccn2)c(Cl)c1 | -9%
CCC1CCCCN1C(=O)Cn1c(=O)oc2ccccc21 (stereo unspecified) | -7%
COC(=O)c1cccc(NC(=O)COC(=O)CSc2nc(C)cc(C)n2)c1 | -10%
Nc1n[nH]c2c1C1(CCCCC1)Cc1ccccc1-2 | 2%
COc1ccc(CNC(=O)C2CCCN2S(=O)(=O)c2ccc(S(=O)(=O)N(C)C)cc2)cc1 (stereo unspecified) | -10%
CCOC(=O)c1c(Nc2ccccc2)sc(/C=C2\C=Nc3ccccc32)c1O | 0%
O=C(NC(=S)NCCN1CCOCC1)c1ccccc1Cl | -13%
COC(=O)c1c(C)[nH]c(O)c1C=Nc1ccc(C(C)C)cc1 | -26%
Cc1ccc(C(=O)OCC(=O)Nc2ccc3c(c2)OCO3)cc1S(=O)(=O)N1CCOCC1 | -10%
Cc1ccc(NC(=O)c2sccc2SCc2cccc(C(F)(F)F)c2)cc1 | 4%
CC(=O)Nc1cc(C(=O)OCC(=O)c2ccc(Cl)cc2Cl)ccc1C | -13%
Cc1ccnc(NS(=O)(=O)c2ccc(N3C(=O)c4c(Cl)c(Cl)c(Cl)c(Cl)c4C3=O)cc2)n1 | -8%
Cc1nn(-c2cccc(Cl)c2)c2c1C(c1cccnc1)C(C#N)=C(N)O2 (stereo unspecified) | -2%
COc1cc(C=C2C(=O)NC(=O)NC2=O)cc(Br)c1OCc1ccc([N+](=O)[O-])cc1 | 2%
Cc1ccc(C)n1-c1ccc(-c2nnc3n2CCCCC3)s1 | -4%
OC(Cn1cccn1)c1ccccc1 (stereo unspecified) | -5%
CCOC(=O)c1c(C)c(C(=O)NCc2ccco2)c(C)n1Cc1ccccc1 | 5%
COC(=O)c1ccc(CSc2nnc3n(Cc4ccccc4OC)c(=O)c4ccccc4n23)o1 | -13%
Nc1nc(N)nc(-c2ccccc2O)n1 | -5%
CCOC(=O)N1CCN(C(=O)CN(c2cccc(C(F)(F)F)c2)S(=O)(=O)c2ccccc2)CC1 | 8%
Cc1ccc(C(C(=O)NC2CCCC2)N2CCc3ccccc32)cc1 (stereo unspecified) | 2%
CCCCCN=Cc1c(C)[nH]n(-c2nc3ccccc3s2)c1=O | -3%
Cc1cccc(/C(N)=N/OC(=O)COc2ccccc2)c1 | 7%
COc1ccc(N2C(=O)C(CC(=O)Nc3ccccc3)N(Cc3ccc4c(c3)OCO4)C2=O)cc1 (stereo unspecified) | -2%
CCN(CC)S(=O)(=O)c1cc(OC)c(Cl)cc1Cl | -5%
O=S(=O)(c1ccc(Br)cc1)N1CCN(c2ccc3nnc(-c4ccccc4)n3n2)CC1 | 4%
CCN(CC(=O)Nc1ccc([N+](=O)[O-])cc1OC)c1ccccc1 | -20%

Remaining list, next part
SMILES | EphA4 KYL inhibition
CCCC(=O)Nc1ccc(C(=O)NNC(=O)c2ccccc2Br)cc1 | -11%
NC(=O)NC(Cc1c[nH]c2ccccc12)C(=O)O (stereo unspecified) | -11%
O=C(COc1ccc2ccccc2c1)Nc1ccncc1 | -11%
COc1ccc(NC(=O)CSc2nc(O)cc(=O)n2-c2ccccc2OC)cc1 | -8%
CCN1CCCC1CNC(=O)CCc1nc(-c2ccc(C)cc2)no1 (stereo unspecified) | -16%
O=C(COC(=O)CCNS(=O)(=O)c1ccc(Cl)cc1)NCc1ccco1 | -16%
COc1cccc(C(C#N)N2CCOCC2)c1 (stereo unspecified) | -8%
Cc1ccc(N2CSC3=C(C#N)C(c4cccs4)CC(=O)N3C2)cc1 (stereo unspecified) | 21%
Cc1cc(=O)oc2cc(OC(C)C)ccc12 | -4%
COc1ccc2c(C(=O)CN3CCN(CCO)CC3)c[nH]c2c1 | -8%
N#CN=C1SCCS1 | -16%
Cn1c(=O)oc2cc(S(=O)(=O)NCCCN3CCCC3=O)ccc21 | 2%
CCc1ccccc1SCc1noc(C(=O)NCC2CCCO2)c1C(=O)O (stereo unspecified) | -5%
CCOc1ccc(CCNC(=O)C(O)c2ccccc2)cc1 (stereo unspecified) | -16%
O=C(CCc1ccccc1)NC1CCSC1=O (stereo unspecified) | -11%
COc1cc(-c2noc(CCC(=O)Nc3cccnc3)n2)cc(OC)c1OC | -6%
O=C(CC1SC(N2CCCCC2)=NC1=O)Nc1cccc(C(=O)O)c1 (stereo unspecified) | 12%
CCCCOc1ccc(NC(=O)CSc2nnc(-c3cccc(F)c3)n2-c2ccccc2)cc1 | -4%
CCOC(=O)c1nnn(-c2nonc2N)c1-c1ccc(C)cc1 | -18%
CCOC(=O)c1c(NC(=O)c2ccc(Br)o2)sc(C)c1CC | 2%
COC(=O)C1=C(O)/C(=C/c2ccc(OCC(=O)Nc3ccccc3OC)cc2)N=C1C | -1%
CCCCOC(=O)CSc1nnc(-c2cc(OC)c(OC)c(OC)c2)o1 | -6%
Cc1ccc(CNC(=O)C2CC(c3cccc([N+](=O)[O-])c3)=NO2)o1 (stereo unspecified) | 1%
CC12c3ccccc3C(C)(c3ccccc31)C1C(=O)N(c3ccc(C(=O)O)cc3)C(=O)C12 (stereo unspecified) | -9%
O=c1cc(-c2ccccc2)c2cc(Cl)ccc2[nH]1 | 7%
CC1CCN(c2nncc3ccccc23)CC1 | -8%
CSc1ccccc1NC(=O)/C=C/C(=O)O | 3%
COCC(C)NC(=O)c1cc(-c2cccc(OC)c2)on1 (stereo unspecified) | 2%
Cc1ccccc1OCCNc1ccc(C(F)(F)F)cc1[N+](=O)[O-] | -9%
Cn1c2ccccc2c2c(C(=O)N3CCN(c4ccccn4)CC3)cn(C3CCCC3)c(=O)c21 | -2%

The listing continues.
SMILES | EphA4 KYL inhibition
Cc1cc([N+](=O)[O-])ccc1NC(=S)NC(=O)C(c1ccccc1)c1ccccc1 | 3%
Cc1ccc(C(=O)Oc2ccc3c(-c4ccccc4)cc(=O)oc3c2)cc1 | -6%
Clc1ccc(-c2cc(COc3ccccc3)no2)cc1Cl | -11%
COc1ccc(-c2cc3ccccc3n2CC(O)CN2CCN(CCO)CC2)cc1 (stereo unspecified) | -13%
CCC(C)C(=O)Nc1nnc(-c2cccs2)s1 (stereo unspecified) | -3%
Cc1ccc(-n2c(SCC(=O)N3CCOCC3)nnc2-c2cccnc2)cc1 | -2%
COc1cc(C2C(C#N)=C(N)Oc3c2oc(CO)cc3=O)ccc1OC(C)C (stereo unspecified) | -8%
O=C(O)c1csc(Br)c1Br | 9%
C/C(=N\NS(=O)(=O)c1ccc(Br)cc1)c1cccs1 | -2%
CCCOc1ccc(Oc2cc(C)nc(SC)n2)nn1 | -3%
CCOC(=O)c1c(C)[nH]c(C(=O)Cn2nnc(-c3ccccc3Cl)n2)c1C | 1%
COc1ccc(C(=O)NCC(C)(C)SCc2c(C)cc(C)cc2C)cc1 | 4%
Cc1nc(N2CCN(c3ccccc3)CC2)c2c3c(sc2n1)CCC3 | 15%
COc1ccc(N2CCN(C(=O)c3cn(C4CCCC4)c(=O)c4c3c3ccccc3n4C)CC2)cc1 | -5%
COc1ccc(C2(C(N)=O)CCCCC2)cc1OC | 2%
Cc1csc(SCC(=O)N2CCN(S(=O)(=O)c3ccccc3)CC2)n1 | 0%
Cc1cc(C)c2[nH]c(=O)c(CN(CC3CCCO3)C(=O)c3cnccn3)cc2c1 (stereo unspecified) | 5%
NC(=O)CSc1nnc(-c2cccnc2)n1CCc1ccccc1 | 2%
Cc1nnc(NC(=O)CSc2ncnc3scc(-c4ccccc4)c23)s1 | -1%
COc1ccccc1C(=O)N1CCN(S(C)(=O)=O)CC1 | -4%
CSc1nnc(-c2ccccc2)n1N | -5%
Cc1cccc2cc(C#N)c(N3CCCC3)nc12 | 12%
Cc1sc2c(=O)n3c(nc2c1C(=O)NCCCN1CCOCC1)CCCCC3 | -2%
CCc1ccc(NC(=O)c2cncc(Br)c2)cc1 | -8%
COC(=O)C1=C(O)/C(=C/c2cccc(OC)c2O)N=C1C | -8%
O=C(CCCOc1ccccc1)Nc1ccc(S(=O)(=O)N2CCOCC2)cc1 | -6%
CC12CC3(C)CC(C)(C1)CC(C(=O)NCc1cccnc1)(C2)C3 | -2%
COc1ccc(Cl)cc1NC(=O)CC(C)=O | -19%&10%
COc1ccc(C(=O)Nc2ccccc2C(=O)NC(C(=O)NCc2ccccc2)C(C)C)cc1 (stereo unspecified) | -5%
Cc1ccc(Oc2ccc(S(=O)(=O)N3CCOCC3)cc2C(N)=O)c(-n2nc3ccccc3n2)c1 | -2%

Among those listed so far, five have a CF3 group.
SMILES | EphA4 KYL inhibition
O=C(COc1ccc(Cl)cc1)N1CCN(c2cccc(C(F)(F)F)c2)CC1 | 1%
CC1=C(C#N)C(NC(=O)C2CCCCC2)(C(F)(F)F)C(=O)N1 (stereo unspecified) | -20%
Cc1ccc(NC(=O)c2sccc2SCc2cccc(C(F)(F)F)c2)cc1 | 4%
CCOC(=O)N1CCN(C(=O)CN(c2cccc(C(F)(F)F)c2)S(=O)(=O)c2ccccc2)CC1 | 8%
Cc1ccccc1OCCNc1ccc(C(F)(F)F)cc1[N+](=O)[O-] | -9%

The list goes on:
SMILES | EphA4 KYL inhibition
O=C(c1nn(Cc2ccccc2)c(=O)c2ccccc12)N1CCN(C/C=C/c2ccccc2)CC1 | 2%
CCCN(CCC)C(=O)CSc1nc2ccsc2c(=O)n1NC(=O)c1ccccc1 | -13%
COc1ccc(NC2(c3ccc(Cl)cc3)C(=O)c3ccccc3C2=O)cc1 | 8%
Cc1cc(C(=O)NCc2ccco2)on1 | 1%
CN1CCN(CCCNC(=O)c2cn(C)c3ccc(S(=O)(=O)N(C)C)cc3c2=O)CC1 | -15%
O=C(CCn1cccc1)NCc1ccccc1 | -4%
Cc1nnc(NC(=O)C2COc3ccccc3O2)s1 (stereo unspecified) | -9%
CCS(=O)(=O)N1CCCC(C(=O)NCc2ccc(C)cc2)C1 (stereo unspecified) | 0%
CCS(=O)(=O)N1CCC(C(=O)NCCc2ccccc2)CC1 | -4%
CCCc1nnc(SCC(=O)N2CCCC(C)C2)n1CCCOC (stereo unspecified) | -4%
